Compound activity as filed in PubChem BioAssay.
SIRT5 inh: SIRT5 desuccinylase inhibitors, primary screen, biochemical, fluorescence imaging, single point, set 5. NAD-dependent protein deacylase sirtuin-5, mitochondrial (Homo sapiens), Q9NXA8. Purified SirT5, succinyl-peptide AMC, trypsin-coupled fluorescence. inhibition, % at 15 µM. actives 1.1% (n = 330,000). AID 652115, 2013; in the data active = inhibition above about 15%; inconclusive = no clear call, values can overlap the other calls
Target sequence (Q9NXA8 whole entry, looked up): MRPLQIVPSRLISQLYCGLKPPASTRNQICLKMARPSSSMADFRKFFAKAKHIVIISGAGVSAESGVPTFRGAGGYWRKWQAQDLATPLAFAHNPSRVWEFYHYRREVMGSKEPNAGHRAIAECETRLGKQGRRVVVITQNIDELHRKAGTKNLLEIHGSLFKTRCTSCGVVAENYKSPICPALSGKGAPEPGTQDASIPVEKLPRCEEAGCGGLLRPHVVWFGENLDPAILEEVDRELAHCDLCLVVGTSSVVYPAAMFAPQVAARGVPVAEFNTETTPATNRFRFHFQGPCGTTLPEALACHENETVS
CFTR F508del cor: F508del CFTR correction, initial screen, CFBE line, single point. CFBE cells, YFP halide quenching; stimulated with forskolin plus potentiator P3; % fluorescence drop versus neutral controls. activity (quench increase), % at 7.58 µM. actives 0.36% (n = 350,000);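 active = mean added fluorescence quench of at least 8% versus neutral control, with both replicates also reaching 8%; inconclusive = only one of the mean or replicate conditions met; inactive = mean below 8% and not both replicates reaching 8%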;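 also: cells transiently co-express mutant CFTR-F508del with the halide-sensitive YFP; corrector assay measuring rescue of mutant channel to the surface after 24 h compound exposure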
ERp5 block: inhibitors of ERp5-driven insulin aggregation, primary screen, biochemical, turbidity, absorbance 650 nm, single point; Protein disulfide-isomerase A6 (Homo sapiens), Q15084; 90 min; inhibition, % at 9.99 µM; actives 0.05% (n = 350,000); AID 651711, 2012;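 active = mean replicate inhibition above about 25%, with every replicate also reaching it, limit read from the data, passing the limit was not always enough; inconclusive = only one of those two criteria met; inactive = neither criterion met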
Target sequence (Q15084 whole entry, looked up): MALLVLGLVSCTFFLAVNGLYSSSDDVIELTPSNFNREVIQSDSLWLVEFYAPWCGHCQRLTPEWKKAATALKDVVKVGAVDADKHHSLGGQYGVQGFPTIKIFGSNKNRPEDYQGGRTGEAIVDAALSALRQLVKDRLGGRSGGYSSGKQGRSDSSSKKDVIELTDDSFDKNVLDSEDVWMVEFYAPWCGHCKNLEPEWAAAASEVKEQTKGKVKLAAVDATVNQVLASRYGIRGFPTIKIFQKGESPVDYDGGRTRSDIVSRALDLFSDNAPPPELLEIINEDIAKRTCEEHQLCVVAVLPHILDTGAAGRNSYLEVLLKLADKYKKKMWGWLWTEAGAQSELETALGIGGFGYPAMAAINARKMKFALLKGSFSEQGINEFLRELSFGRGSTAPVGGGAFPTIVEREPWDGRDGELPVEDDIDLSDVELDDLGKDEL
DENV2 CPE: inhibitors of DENV2 cytopathic effect, primary screen, cell-based, plate reader, single concentration | DENV2-infected cells, cytopathic effect rescue | CPE inhibition, % at 9.99 µM | actives 1.7% (n = 350,000) | AID 651640, 2012; in the data active = CPE inhibition above about 20%, passing the limit was not always enough; inconclusive = no clear call, values can overlap the other calls; tested in BHK-21 cells;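 also: 0% = median of neutral control wells and 100% = median of positive control wells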
miR122 inh: miR-122 Renilla sensor signal increase in Huh7, primary screen, miR-122 inhibitor project, cell-based, single point, plate reader. Huh7 miR-122 Renilla luciferase sensor, 48 h; neutral wells = 0, positive control = 100. activation (reporter increase), % at 12.5 µM. actives 0.3% (n = 340,000). AID 602342, 2012;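 active = mean replicate activation score at least 90 and every replicate individually at or above 90; inconclusive = only one of the two criteria met; inactive = neither criterion met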;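 also: higher luciferase means less miR-122 activity so hits act as miR-122 inhibitors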
CASP6 VEID inh: human caspase-6 inhibitors, primary screen, biochemical, VEID-R110 fluorescence, single point, set 2. inhibition, % at 12.5 µM. purified caspase-6, Z-VEID-R110 cleavage fluorescence. AID 686996, 2013. actives 0.53% (n = 350,000). P55212;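 active = mean inhibition across replicates at least about 35%, with every replicate also reaching that limit, limit read from the data; inconclusive = only one of the two criteria met; inactive = neither criterion met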;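 also: 0% = median of neutral control wells and 100% = no fluorescence left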
Target sequence (P55212 24-179 limits assumed): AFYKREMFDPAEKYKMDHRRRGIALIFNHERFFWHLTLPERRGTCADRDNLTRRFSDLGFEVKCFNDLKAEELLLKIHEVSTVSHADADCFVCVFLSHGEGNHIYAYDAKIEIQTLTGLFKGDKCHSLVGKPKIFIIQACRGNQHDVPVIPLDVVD
Target sequence (P55212 194-293 limits assumed): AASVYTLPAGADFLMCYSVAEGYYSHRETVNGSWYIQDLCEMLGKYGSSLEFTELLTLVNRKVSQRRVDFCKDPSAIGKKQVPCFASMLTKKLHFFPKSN
ERAP1 inh: human ERAP1 aminopeptidase inhibitors, primary screen, biochemical, single point, plate reader. Endoplasmic reticulum aminopeptidase 1 (Homo sapiens), Q9NZ08. recombinant ERAP1, Leu-AMC fluorescence, 60 min. inhibition, % at 10.7 µM. actives 0.15% (n = 340,000). AID 652197, 2013;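 active = mean replicate inhibition of at least 30%, or all replicates individually reaching that 30% level; inactive = mean below 30% and not every replicate reaching it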;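 also: 0% = neutral control wells and 100% = L-leucinethiol positive control wells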
Starred values were filed as active, the others as inactive; ? = inconclusive; . = not tested or not shown; & = joins results of further samples; [ ] = another dose, or the depositor's remark.

SMILES | SIRT5 inh | CFTR F508del cor | ERp5 block | DENV2 CPE | miR122 inh | CASP6 VEID inh | ERAP1 inh
COc1cc(/C=C2\CC/C(=C\c3cc(OC)c(OC)c(OC)c3)C2=O)cc(OC)c1OC | -1 | -1.7 | 6 | 1 | . | 0 | -2
COCCNc1nnc(SCC(=O)c2cc(C)n(C3CC3)c2C)s1 | . | 1.9 | 4 | ? | -3 | -2 | 1
COc1ccc(NC(=O)Nc2ccc3c(c2)C(=O)N([C@@H](C)CO)C[C@H](C)[C@H](CN(C)Cc2ccc(-c4ccccc4)cc2)O3)cc1 | 20* | 1.4 | -3 | -8 | -12[16.7 µM] | -2 | -2
Cc1ccc(NC(=O)Cn2c(=O)oc3cc(S(=O)(=O)N4CCC(C)CC4)ccc32)cc1C | 2 | 0.1 | -1 | 2 | -7 | 2 | 5
O=C(c1cc(F)ccc1F)C1CCCN(Cc2cccn2-c2ccccn2)C1 (stereo not given) | 0 | 0.9 | 4 | -2 | 3 | 5 | 3
O=C(NCc1ccc(F)cc1)N1CCN(C(=O)c2ccccc2)CC1 | 0 | -1.4 | -6 | 7 | -2 | -3 | -1
O=C(NC12CC3CC(CC(C3)C1)C2)c1ccc(-c2ccc(Br)cc2)o1 | -2 | -6.3 | -7 | -4 | . | -2 | 2
COc1cccc(-c2ccc3n(c2=O)C[C@@H]2[C@@H](CO)[C@H](C(=O)NCC4CC4)N(C(C)=O)[C@H]32)c1 | -26 | . | -2 | 8 | . | 2 | 0
C[C@@H]1CN([C@@H](C)CO)C(=O)CCCn2nncc2CO[C@@H]1CN(C)S(=O)(=O)c1ccc(Oc2ccccc2)nc1 | -4&-2 | -2.7&-0.3 | -3&3 | -8&12 | -2 | 0&1 | 1&0
O=C(NC1CCC(O)CC1)C1CCN(S(=O)(=O)c2c(Cl)cccc2Cl)CC1 (stereo not given) | -3 | -0.6 | -8 | 2 | -11 | 0 | 5
Cc1ccc(O)c(NC(=S)NC(=O)COc2ccc(Br)cc2)c1 | -2 | -3.4 | 3 | 9 | . | -3 | 3
CN1CCN(C(=O)CSc2nc(-c3ccco3)cc(C(F)(F)F)n2)CC1 | 0 | -1.6 | 2 | 1 | -6 | -2 | 1
O=S(=O)(Nc1ccc(-c2ccc(N3CCOCC3)nn2)cc1)c1cc(Cl)ccc1Cl | 2 | -0.5 | -3 | 1 | . | 4 | 1
O=C(CN(Cc1ccccc1)C(=O)CCC(=O)Nc1ccccn1)NCc1ccc(F)cc1 | -1 | 0.9 | 1 | -3 | -3 | 3 | -2
CC(C)NC(=O)N(C)C[C@H]1OCCCC[C@@H](C)Oc2ccc(NC(=O)C3CCCCC3)cc2C(=O)N([C@H](C)CO)C[C@@H]1C | 4&3 | 0.7&0.9&0.5 | 4&12&-3 | -5&1&0 | -2 | 0&2&1 | 2&2&2
CCCNC(=O)N1C[C@H](O)COC[C@H]2O[C@@H](CC(=O)NCc3ccncn3)CC[C@@H]21 | 0 | -1.3 | 1 | -1 | 3[16.7 µM] | 4 | 2
COc1ccc(CCn2c(C)cc(C(=O)CSc3nnnn3-c3ccccc3)c2C)cc1OC | -2 | 3.6 | 3 | . | -1 | 10 | 13
CCNC(=O)[C@H]1[C@H](CO)[C@H]2Cn3c(ccc(-c4cncnc4)c3=O)[C@@H]1N2C(=O)Nc1ccccc1 | -36 | -0.3 | 6 | 2 | -2[16.7 µM] | -1 | 0
Cc1cc(C)n2nc(C(=O)N/N=C/c3c4ccccc4cc4ccccc34)nc2n1 | -2 | . | 14 | 5 | . | -1 | 5
Cc1ccc(CNC(=O)c2ccc(C)c(S(=O)(=O)N3CCCCC3)c2)cc1 | -3 | 1.9 | 5 | -14 | -15 | 0 | -8
C[C@H](CO)N1C[C@H](C)[C@H](CN(C)C(=O)Nc2ccc3c(c2)OCO3)Oc2ccc(NC(=O)Nc3cccc4ccccc34)cc2CC1=O | 4 | -0.1 | -1 | -3 | -7[16.7 µM] | 1 | -1
COc1cccc(/C=N/NC(=O)CSCC(=O)Nc2ccccc2)c1O | -1 | 0.1 | -5 | 3 | -11 | -3 | -2
FC(F)c1nnc2ccc(Cl)nn12 | 1 | -3.3 | -13 | . | . | 2 | -2
CC(C(=O)c1ccc(Br)cc1)[n+]1cccc(NC(=O)c2ccccc2)c1 (stereo not given) | -3 | 0.2 | -2 | -5 | . | -9 | 2
O=C(C(=O)N1CCN(c2cccc(Cl)c2)CC1)N1CCCCC1 | -1 | -0.7 | -4 | -1 | -1 | -2 | -4
C=CCNC(=O)c1onc(CSc2ccc(C)c(C)c2)c1C(=O)O | -5 | 1.0 | -4 | -5 | . | 0 | -4
Cc1ccc(C(=O)Nc2cccc(C(F)(F)F)c2)cc1NC(=O)c1ccno1 | 0 | -3.1&-1.6 | -4&3 | -6 | 2&5 | -2&4 | -1
CCN(c1ccccc1)S(=O)(=O)c1nnc(NC(=O)CC(C)C)s1 | -6 | 0.6 | 1 | 2 | -8 | -1 | -4
O=C(C[C@@H]1C[C@@H]2c3cc(NC(=O)c4cccnc4)ccc3O[C@@H]2[C@H](CO)O1)NCc1cccnc1 | 4 | 2.7 | -8 | -1 | 4[16.7 µM] | -3 | 3
O=C1CC[C@@H](C(=O)N2CSC[C@@H]2C(=O)Nc2cccc(C(F)(F)F)c2)N1 | 2 | -2.3 | 3 | 1 | -3 | -2 | 0

As a short view, part of the list above:
SMILES | SIRT5 inh | CFTR F508del cor | ERp5 block | DENV2 CPE | miR122 inh | CASP6 VEID inh | ERAP1 inh
COc1cc(/C=C2\CC/C(=C\c3cc(OC)c(OC)c(OC)c3)C2=O)cc(OC)c1OC | -1 | -1.7 | 6 | 1 | . | 0 | -2
COCCNc1nnc(SCC(=O)c2cc(C)n(C3CC3)c2C)s1 | . | 1.9 | 4 | ? | -3 | -2 | 1
COc1ccc(NC(=O)Nc2ccc3c(c2)C(=O)N([C@@H](C)CO)C[C@H](C)[C@H](CN(C)Cc2ccc(-c4ccccc4)cc2)O3)cc1 | 20* | 1.4 | -3 | -8 | -12[16.7 µM] | -2 | -2

An excerpt of these results, as a markdown table.
| SMILES | SIRT5 inh | CFTR F508del cor | ERp5 block | DENV2 CPE | miR122 inh | CASP6 VEID inh | ERAP1 inh |
| --- | --- | --- | --- | --- | --- | --- | --- |
| COc1cc(/C=C2\CC/C(=C\c3cc(OC)c(OC)c(OC)c3)C2=O)cc(OC)c1OC | -1 | -1.7 | 6 | 1 | . | 0 | -2 |
| COCCNc1nnc(SCC(=O)c2cc(C)n(C3CC3)c2C)s1 | . | 1.9 | 4 | ? | -3 | -2 | 1 |
| COc1ccc(NC(=O)Nc2ccc3c(c2)C(=O)N([C@@H](C)CO)C[C@H](C)[C@H](CN(C)Cc2ccc(-c4ccccc4)cc2)O3)cc1 | 20* | 1.4 | -3 | -8 | -12[16.7 µM] | -2 | -2 |
| Cc1ccc(NC(=O)Cn2c(=O)oc3cc(S(=O)(=O)N4CCC(C)CC4)ccc32)cc1C | 2 | 0.1 | -1 | 2 | -7 | 2 | 5 |
| O=C(c1cc(F)ccc1F)C1CCCN(Cc2cccn2-c2ccccn2)C1 (stereo not given) | 0 | 0.9 | 4 | -2 | 3 | 5 | 3 |
| O=C(NCc1ccc(F)cc1)N1CCN(C(=O)c2ccccc2)CC1 | 0 | -1.4 | -6 | 7 | -2 | -3 | -1 |

Additional results follow.
SMILES | SIRT5 inh | CFTR F508del cor | ERp5 block | DENV2 CPE | miR122 inh | CASP6 VEID inh | ERAP1 inh
C[C@H](O)C#Cc1cnc2c(c1)C(=O)N([C@@H](C)CO)C[C@@H](C)[C@H](CN(C)C(=O)c1ccccc1)O2 | 3 | 1.0 | 0 | -16 | 9[16.7 µM] | 4 | 1
O=C(NC1CCCC1)N1CC(=O)N2[C@H](C1)[C@@H](c1ccc(-c3ccc(F)cc3)cc1)[C@@H]2CO | -1 | 0.3 | -3 | 2 | . | 0 | 2
Cc1c(C(=O)NNC(=O)c2csc(N3CCOCC3)n2)cccc1[N+](=O)[O-] | 1 | -8.5 | 9 | ? | . | -1 | 1
COCC(=O)Nc1ccc2c(c1)[C@@H]1C[C@H](CC(=O)NCc3ccccn3)O[C@H](CO)[C@@H]1O2 | 4 | -4.4 | 3 | -6 | 0[16.7 µM] | 3 | 2
CC(C)NC(=O)C1(C)CCN1C(=O)c1c(F)cccc1F (stereo not given) | 6 | -0.9 | -4 | -6 | 1 | 0 | 4
CO[C@@H]1CN(C)C(=O)c2cc(NC(=O)c3cnccn3)ccc2OC[C@H](C)N(C(=O)C2CC2)C[C@H]1C | -2 | 0.1 | 5 | -5 | . | -3 | 3
CCC/C(C#Cc1cc(OC)cc(OC)c1)=C1/c2ccccc2C(=O)N1c1ccccc1 | -4 | -3.5 | 2 | 3 | -1 | -3 | -2
CC(C)Oc1ccc(CCN=C(N)N=C(N)N)cc1Cl | 4 | -2.5 | 1 | 14 | . | -2 | 6
CC(C)(C)N(Cc1ccccc1)C(=O)COC(=O)c1cccc([N+](=O)[O-])c1 | -4 | 0.4 | 0 | 2 | 5 | 1 | -3
O=C(CN1CCN(S(=O)(=O)c2ccc(Br)cc2)CC1)c1ccc(O)c(O)c1 | 4 | 3.3 | 2 | -1 | -1 | 55* | 2
Cc1c(C(=O)O)c(C(=O)O)c2n1CCS2 | -2 | -0.4 | 2 | 5 | . | 3 | -1
COc1ccc(NC(=O)N(C)C[C@@H]2Oc3ncc(C4=CCCC4)cc3C(=O)N([C@@H](C)CO)C[C@H]2C)cc1 | 2 | -1.9 | -6 | 2 | -9[16.7 µM] | 3 | -2
COCC(=O)N[C@H]1CC[C@@H](CC(=O)OC)O[C@@H]1CO | -2 | -0.8 | -3 | -3 | . | 13 | .
O=C(CCn1ccc2cc(S(=O)(=O)N3CCCC3)ccc21)NCCc1ccccc1 | 1 | 0.2 | -1 | -2 | 4 | 1 | -4
C[C@H]1CN([C@@H](C)CO)C(=O)c2cc(NS(=O)(=O)c3cn(C)cn3)ccc2O[C@@H]1CN(C)S(=O)(=O)c1ccc(Cl)cc1 | -2 | 1.3 | 2 | -3 | -1[16.7 µM] | 0 | 0
Cc1c(CCC(=O)O)c(=O)oc2cc(OCc3cccc(Cl)c3)ccc12 | -10 | -2.4 | 0 | 1 | 6 | 2 | 1
CCCC(=O)Nc1cccc(Oc2ccc3c(c2)C(=O)NC3=O)c1 | . | 3.4 | 2 | 6 | 5 | 3 | -2
COc1cccc(C(=O)Oc2cc(C)[nH]c(=O)c2[N+](=O)[O-])c1 | -3 | . | 5 | -1 | . | 1 | 3
CS(=O)(=O)c1ccc(NC(=O)C2CC(=O)N(c3ccc4c(c3)OCCO4)C2)cc1 (stereo not given) | -3 | -1.0 | -2 | 0 | . | 1 | 3
COc1cccc(NC(=O)CN(C)C(=O)CCc2nc3sc4c(c3c(=O)[nH]2)CCCC4)c1 | 1 | 2.9 | -2 | 2 | -8 | 5 | 0
Cc1cc(C)c2oc(C(=O)Nc3ccc(S(=O)(=O)Nc4nccs4)cc3)cc(=O)c2c1 | -1 | -2.3 | 2 | 4 | . | 1 | 3
O=C(CCCNC(=O)c1ccc(Cl)cc1)Nc1ncccc1O | -1 | -0.7 | 3 | -3 | -6 | 1 | 4
C=CCNc1cnn(-c2ccccc2)c(=O)c1Cl | -2 | -0.3 | -3 | -3 | . | 0 | -5
O=C(C[C@@H]1C[C@H]2c3cc(NC(=O)Nc4ccccc4)ccc3O[C@H]2[C@H](CO)O1)NCc1ccccn1 | -3 | -1.4 | 7 | ? | 4[16.7 µM] | -1 | 1
COc1ccccc1-c1nnc(SCC(=O)N2CCOCC2)o1 | 4 | 0.2 | -4 | -3 | 4 | -1 | 2
COc1ccc(O)c(C(=O)c2cnn(-c3ccc(Cl)cc3)c2)c1 | -2 | -2.4 | -1 | 0 | -6 | -3 | -3

No enrichment for hits; 4% or so of the library scored in one or more.
